# SRC3 inh = inhibitors of human steroid receptor coactivator 3 (SRC3); HEK293 GAL4-SRC3 luciferase reporter, luminescence; 0.17% of 360,000 active; inhibition, % at 3.6 µM;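 active = inhibition above a per-campaign cutoff, the mean of all compounds plus 3 SD, cut at about 60% in these data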;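 also: 0% = DMSO-treated cells and 100% = gossypol-treated cells at 36 µM; higher means less SRC3-driven luciferase light from the GAL4 reporter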
# TROY NFkB inh = TROY signaling inhibition; Q293 LMP1-TROYcd NF-kB luciferase reporter, 4 h; inhibition, % at 10 µM; AID 1347056; 0.98% of 360,000 active;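 active = compounds whose plate-normalised and pattern-corrected inhibition of the luciferase reporter signal at the single screening dose is 50% or more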
# NOD2-RIPK2 inh = inhibitors of human NOD2-RIPK2 interaction; CHO BLA complementation NOD2-RIPK2, CCF4 ratio; AID 624267; 0.38% of 360,000 active; inhibition, % at 4.98 µM; in the data active = inhibition above about 21%;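 also: 0% = vehicle only and 100% = reference blocker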
# TLR9-MyD88 inh = TLR9-MyD88 interaction inhibition; Q9NR96+Q99836; CHO BLA complementation TLR9-MyD88, CCF4 FRET ratio; inhibition, % at 4.98 µM; 0.21% of 340,000 active; AID 504734;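 active = inhibition above the mean over all tested compounds plus 3 SD, cut at about 21% in these data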;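 also: 0% = DMSO only wells and 100% = clavulanate BLA inhibitor control wells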
# EBV LMP1 NFkB = inhibitors of Epstein-Barr LMP1-induced NF-kappaB reporter | LMP1-induced NF-kappaB luciferase reporter cells, luminescence | inhibition, % at 12.5 µM | 0.69% of 350,000 active; in the data active = inhibition above about 41%;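 also: 0% = neutral control wells and 100% = reference inhibitor control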
# NR2F2 inh = blocks human COUP-TFII nuclear receptor; 0.7% of 370,000 active; P24468; inhibition, % at 8.6 µM; HEK293T NGFI-A luciferase reporter, luminescence;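 active = inhibition above a per-plate cutoff, mean inhibition of test wells between control levels plus 3 SD, cut at about 38% in these data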;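 also: cells cotransfected with COUP-TFII expression vector driving the NGFI-A reporter; 0% = median of COUP-TF2 test wells and 100% = reporter-only cells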
# C8 TRAIL sens = caspase-8 TRAIL sensitization | NB7+C8 cells + TRAIL, ATPlite viability luminescence | inhibition (viability loss, TRAIL sensitization), % at 10 µM | 1% of 360,000 active | AID 624354;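 active = compounds causing at least 50% loss of cell viability in the single-dose screen, relative to plate controls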
# TWEAK Fn14 block = blocks TWEAK-Fn14 interaction in a reporter cell assay; TWEAK-stimulated Fn14 reporter cells, luciferase luminescence, 8 h; inhibition, % at 10 µM; 2% of 360,000 active; AID 1159606; in the data active = inhibition above about 50%
# SRC2 inh = human SRC2 (NCOA2) inhibition. Q15596. HEK293 GAL4-SRC2 luciferase reporter, luminescence. inhibition, % at 9 µM. 0.17% of 370,000 active;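 active = inhibition above the mean inhibition of all tested compounds plus 3 SD, set per campaign, cut at about 52% in these data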;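 also: 0% = DMSO treated cells and 100% = cells given Gossypol at 36 µM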
# Target sequence (Q15596 whole entry, looked up, the tested form may be a part): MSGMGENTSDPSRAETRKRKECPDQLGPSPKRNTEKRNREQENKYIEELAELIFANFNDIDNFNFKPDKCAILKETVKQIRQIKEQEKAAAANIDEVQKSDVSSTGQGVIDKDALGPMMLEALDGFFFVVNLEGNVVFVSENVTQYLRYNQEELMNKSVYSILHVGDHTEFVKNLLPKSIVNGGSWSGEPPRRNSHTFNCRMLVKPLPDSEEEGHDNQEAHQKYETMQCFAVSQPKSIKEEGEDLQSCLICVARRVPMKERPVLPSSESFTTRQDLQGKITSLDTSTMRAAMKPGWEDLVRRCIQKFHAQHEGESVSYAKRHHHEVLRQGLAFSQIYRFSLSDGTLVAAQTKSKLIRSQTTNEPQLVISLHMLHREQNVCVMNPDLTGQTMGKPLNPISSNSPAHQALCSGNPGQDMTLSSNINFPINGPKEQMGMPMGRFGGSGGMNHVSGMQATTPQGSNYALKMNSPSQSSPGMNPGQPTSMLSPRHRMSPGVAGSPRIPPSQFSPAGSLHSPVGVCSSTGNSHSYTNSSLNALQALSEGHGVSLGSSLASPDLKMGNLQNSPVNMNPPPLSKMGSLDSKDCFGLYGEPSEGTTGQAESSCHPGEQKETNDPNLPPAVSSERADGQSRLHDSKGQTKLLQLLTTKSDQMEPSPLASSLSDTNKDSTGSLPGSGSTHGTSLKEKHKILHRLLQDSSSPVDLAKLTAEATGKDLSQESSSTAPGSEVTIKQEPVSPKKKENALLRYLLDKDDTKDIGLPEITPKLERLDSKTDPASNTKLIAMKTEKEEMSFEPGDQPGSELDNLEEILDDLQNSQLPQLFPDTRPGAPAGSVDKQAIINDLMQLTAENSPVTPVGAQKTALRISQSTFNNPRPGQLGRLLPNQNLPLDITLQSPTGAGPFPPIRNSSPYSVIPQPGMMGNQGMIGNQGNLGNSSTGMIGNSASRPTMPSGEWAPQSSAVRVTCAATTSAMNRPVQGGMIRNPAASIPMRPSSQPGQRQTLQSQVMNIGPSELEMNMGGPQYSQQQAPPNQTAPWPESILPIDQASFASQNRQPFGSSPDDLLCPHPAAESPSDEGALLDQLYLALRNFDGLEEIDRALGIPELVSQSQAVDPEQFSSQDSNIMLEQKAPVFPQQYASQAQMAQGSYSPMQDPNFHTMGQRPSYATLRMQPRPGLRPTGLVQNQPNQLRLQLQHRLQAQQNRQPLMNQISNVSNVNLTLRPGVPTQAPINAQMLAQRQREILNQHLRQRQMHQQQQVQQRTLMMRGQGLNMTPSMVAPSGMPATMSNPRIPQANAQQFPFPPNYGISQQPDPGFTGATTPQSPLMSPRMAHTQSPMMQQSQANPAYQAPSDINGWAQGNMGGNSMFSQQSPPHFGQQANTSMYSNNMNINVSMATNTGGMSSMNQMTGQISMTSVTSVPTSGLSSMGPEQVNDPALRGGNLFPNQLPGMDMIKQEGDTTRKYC
# NCOA1 inh = human NCOA1 inhibition; inhibition, % at 3.6 µM; HEK293 GAL4-SRC1 luciferase reporter, luminescence; 0.12% of 360,000 active; AID 588354;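 active = inhibition above the campaign mean plus 3 SD, with each screening campaign given its own cutoff, cut at about 60% in these data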;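 also: 0% = DMSO treated cells and 100% = gossypol at 36 µM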
# NR5A2 inv ag = inverse agonists of human LRH-1 (NR5A2); O00482; HEK293T StAR-luciferase reporter, LRH-1 transfected, 24 h; inhibition, % at 3.6 µM; 0.13% of 360,000 active; AID 602396;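 active = inhibition above the mean inhibition of all tested compounds plus 3 SD, cut at about 73% in these data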;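 also: 0% = DMSO wells and 100% = reporter-only cells lacking LRH-1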
# An asterisk follows results filed as active; / = not tested or not shown. Some of the compounds tested (hit frequency here may not be typical).
SMILES,SRC3 inh,TROY NFkB inh,NOD2-RIPK2 inh,TLR9-MyD88 inh,EBV LMP1 NFkB,NR2F2 inh,C8 TRAIL sens,TWEAK Fn14 block,SRC2 inh,NCOA1 inh,NR5A2 inv ag
CN(CCC#N)c1ccc(/C=C(\C#N)c2ccccn2)cc1,-47,40,5,-1,-16,-56,84*,52*,-59,-104,-108
CCOC(=O)c1cc(=O)n2nc(-c3ccccc3F)nc2s1,-9,8,-5,5,-3,3,6,-1,5,-7,-15
Cc1cc(Br)c(OCc2ccc(C(=O)N/N=C3\CC4CC=CC34)cc2)c(Br)c1 (stereo unspecified),14,-7,-4,-12,2,-16,-2,-8,14,-6,-13
NC(=O)COC(=O)c1ccccc1Oc1ccccc1,7,16,-3,-7,1,-10,2,-8,-21,-2,-10
O=C1CN(S(=O)(=O)c2cc(Br)ccc2Br)CCN1,1,-14,6,-6,-4,-6,0,-7,-8,-4,5
Cc1ccsc1C(=O)OCC(=O)N(C)c1c(N)n(Cc2ccccc2)c(=O)[nH]c1=O,12,6,1,-11,-6,7,-12,7,-11,3,-3
CCOC(=O)c1c(NC(=O)CN2C(=O)C(=O)N(C(C)C)C2=O)sc(C)c1CC,-29,-12,-3,-9,-12,8,-4,-14,0,0,-1
COC/C=C/C1=CC2=CC(=O)C(C)(OC(=O)c3cnc4ccccc4n3)C(=O)C2=CN1CCN1CCOCC1 (stereo unspecified),4,-7,1,10,-1,8,-7,0,-18,-16,12
O=C(CCCCCN1C(=O)c2ccccc2C1=O)NCCc1nc2ccccc2[nH]1,10,6,-6,-13,10,4,-20,7,-1,12,15
CCn1cc(S(=O)(=O)c2ccc(Cl)cc2)c(=O)c2cc(OC)ccc21,-9,6,-14,-7,-6,2,-8,-3,4,15,4
CCOc1ccc(CNC(=O)CCCN2C(=O)C(c3ccccc3)Oc3cccnc32)cc1 (stereo unspecified),5,6,-2,-3,5,23,0,8,1,13,-2
COc1ccccc1C(=O)NC(=S)NC12CC3CC(CC(C3)C1)C2,-11,15,-5,5,-5,-4,1,1,-13,-24,0
CC1(C(=O)NC2CCCC2)CCC(=O)N1CCCn1ccnc1 (stereo unspecified),6,17,-1,/,/,13,-3,8,-12,8,-30
Cc1ccc2[nH]c3nc(N/N=C/c4cccc(O)c4)nnc3c2c1,48,-6,1,1,-2,-21,11,7,8,33,45
CC(C)N1CCC1(C)C(=O)Nc1cc(-c2ccccc2)nn1C (stereo unspecified),-24,-13,-5,/,/,-25,-16,-22,-4,-7,-33

# Overlap with the part before: 5 compounds, followed by the next part.
SMILES,SRC3 inh,TROY NFkB inh,NOD2-RIPK2 inh,TLR9-MyD88 inh,EBV LMP1 NFkB,NR2F2 inh,C8 TRAIL sens,TWEAK Fn14 block,SRC2 inh,NCOA1 inh,NR5A2 inv ag
CCOc1ccc(CNC(=O)CCCN2C(=O)C(c3ccccc3)Oc3cccnc32)cc1 (stereo unspecified),5,6,-2,-3,5,23,0,8,1,13,-2
COc1ccccc1C(=O)NC(=S)NC12CC3CC(CC(C3)C1)C2,-11,15,-5,5,-5,-4,1,1,-13,-24,0
CC1(C(=O)NC2CCCC2)CCC(=O)N1CCCn1ccnc1 (stereo unspecified),6,17,-1,/,/,13,-3,8,-12,8,-30
Cc1ccc2[nH]c3nc(N/N=C/c4cccc(O)c4)nnc3c2c1,48,-6,1,1,-2,-21,11,7,8,33,45
CC(C)N1CCC1(C)C(=O)Nc1cc(-c2ccccc2)nn1C (stereo unspecified),-24,-13,-5,/,/,-25,-16,-22,-4,-7,-33
O=C(Nc1cccc(Cl)c1)C1CCCCC1,-3,0,-8,-1,-1,2,-7,4,-24,-27,-26
COc1ccc(S(=O)(=O)N(CCC(=O)O)Cc2ccccc2)cc1,18,-6,-3,3,-6,-6,-13,9,-22,-1,9
Cc1nc2ccccc2nc(C)c1=NOCc1cccc(F)c1,-157,-24,-15,5,-26,-31,16,-34,-72,-69,-64
CCOc1cccc2cc(C(N)=O)c(=N)oc12,13,0,-2,-4,3,-2,-9,7,5,18,-11
Cc1noc(C)c1COC(=O)c1ccc2ccccc2n1,-2,-14,-7,1,2,2,14,5,12,9,15
O=C(NCC1CCCO1)C(=O)NCC(c1ccco1)N1CCN(c2ccc(F)cc2)CC1 (stereo unspecified),-7,9,-7,-5,-5,2,-10,8,-7,-8,9
COc1ccc(-c2nc(C#N)c(NCCc3ccccc3)o2)cc1,-29,-53,8,-4,-5,-15,6,-31,-44,-39,-59
CCCn1c(SCC(=O)N2CCCc3ccccc32)nnc1-c1ccco1,-7,-15,-3,-5,-8,1,-3,-3,1,5,-14
CCC(C)(C(=O)Nc1ccccc1C)N(C(=O)CNC(C)=O)c1ccc(C)cc1 (stereo unspecified),-4,-1,6,-1,3,5,-23,-26,14,-5,5
Cc1ccc(S(=O)(=O)CC(=O)Nc2nccs2)cc1,-5,-24,2,6,-3,-8,1,-1,9,10,9
Cc1ccc(C(=O)NNC(=O)C2CSC3(C)CCC(=O)N23)cc1 (stereo unspecified),9,2,-3,-5,7,2,-6,4,6,4,-6
CC(=O)Nc1ccc(S(=O)(=O)N2CCNC(=O)CC2)cc1,16,-9,6,-1,-2,3,-3,7,18,-24,2
O=C(NCc1cccnc1)C(=O)NCC1OCCN1S(=O)(=O)c1ccccc1 (stereo unspecified),10,3,-7,6,2,0,-5,5,7,-5,15
Cc1cccc(NC(=O)C(C)N2C(=O)c3ccccc3S2(=O)=O)n1 (stereo unspecified),7,-1,-2,-2,0,0,-6,-22,-3,-23,15
COc1ccc(NC(=O)/C(C#N)=C/c2ccc(Sc3nncn3C)c([N+](=O)[O-])c2)cc1,7,6,2,-4,-2,-1,-3,13,-17,-18,1
CCOCC(=O)Nc1nnc(COc2ccc(Cl)cc2)s1,6,9,-7,8,-10,-17,7,-2,1,5,5
COc1ccc(-n2c(Cn3c(=O)sc4ccccc43)nnc2SCC(=O)N2CCCC2)cc1,19,6,0,-4,1,14,4,13,-6,14,11
O=C(NCc1ccccc1Cl)C1CCCN(S(=O)(=O)c2cnc[nH]2)C1 (stereo unspecified),13,-9,9,1,0,-3,-8,3,-14,-25,-5
COc1ccccc1OCc1cc(C(=O)N2CC3C[C@@H]4CC2C[C@H](C3)C4)no1,-77,-42,12,6,-42,-26,-6,-12,-31,-70,-70
COc1ccc(CN=Cc2c(O)[nH]c3ccccc23)cc1,-8,-12,-2,-10,-7,-7,0,0,-17,-13,5
O=c1sc2ccccc2c(N2CCCC2)c1[N+](=O)[O-],11,4,-2,1,-23,-1,-20,1,-4,-9,5
Cc1cc(NC(=O)CSc2nc(Cc3ccccc3)c(C)[nH]2)no1,-23,1,8,-2,-4,9,3,41,-8,-17,3
O=S(=O)(c1cccs1)N1CCN(c2ccccc2Cl)CC1,9,-4,-5,-8,-15,8,11,-22,-19,-10,-7
CCCn1ncc(OC)c(Cl)c1=O,12,-7,-2,-1,-4,1,0,6,3,1,23
Nc1cccnc1Sc1cc(Cl)c(Cl)cc1Cl,2,-65,-6,-6,-4,-21,-10,-3,5,-11,-5
Cc1ccccc1CC(=O)Nc1cccc(S(=O)(=O)N2CCCC2)c1,10,-5,-3,7,-1,29,15,-8,-24,-14,-7
CCn1c(SCC(=O)Nc2cc3oc4ccccc4c3cc2OC)nnc1-c1cccs1,-10,-29,-8,-7,-7,13,39,32,3,-15,37
O=C(NCCCNC(=O)c1cnccn1)c1ccc(Br)cc1,11,-14,-6,-8,0,-14,-15,-20,-15,-34,0
Cc1nc2ccccn2c(=O)c1NC(=O)COc1ccccc1,-8,-5,9,-2,1,-13,1,-7,6,-18,0
COc1ccccc1-c1cnc(C(O)c2ccc(C(C)(C)C)cc2)[nH]1 (stereo unspecified),12,1,-5,/,/,14,2,2,-17,-11,12
CC(C(=O)OCC(=O)c1cccc([N+](=O)[O-])c1)N1C(=O)C2C3C=CC(C3)C2C1=O (stereo unspecified),-2,-4,-11,2,1,11,-10,4,-22,-2,-19
COc1cc(CNC2CCCCCCC2)cc(Br)c1OCC#N,19,-1,2,-5,-1,-10,7,-3,14,-16,14
COc1ccc(N(CC(=O)Nc2nccs2)S(=O)(=O)c2c(C)[nH]c(=O)[nH]c2=O)cc1,3,12,2,-3,-5,14,0,-2,-5,8,18
C=CCN1C(=O)C2(OCCCO2)c2cc(C)ccc21,3,1,5,10,13,-9,4,10,-12,-1,-7
Nc1c(C(=O)NCCN2CCOCC2)c2nc3ccccc3nc2n1CCc1ccccc1,-2,69*,-21,-13,15,26,7,14,-3,-3,29
c1cc2ccc3ccc(-n4cnnn4)c4ccc(c1)c2c34,-1,-44,0,2,-14,-6,0,-66,-9,-2,7
Cc1ccc(C(C)(C)NC(=O)C2CCC(=O)N(C3CCCCCC3)C2)cc1 (stereo unspecified),-54,-49,1,-16,-24,-32,-15,-21,-32,-61,-68
COC(=O)c1cc2oc3ccccc3c2n1CC(=O)Nc1ccccc1OC,13,-9,-2,6,-5,-9,-12,-3,-16,-16,28
CC(=O)c1c(C)[nH]c(C(=O)O)c1C,-9,11,-2,3,-10,22,-4,13,-28,10,3
Cn1c(=O)c2c(nc(CN3CCC(C(N)=O)CC3)n2Cc2c(F)cccc2Cl)n(C)c1=O,20,-19,0,0,15,-8,2,-5,-23,8,7
N#Cc1nc(-c2cccs2)oc1NCc1ccccc1,-12,-27,0,3,-2,-1,-24,-26,-20,7,-16
CCn1cc(C(=O)NCc2ccc3c(c2)OCO3)c(=O)c2cc(F)c(N3CCN(C(=O)c4ccco4)CC3)cc21,-4,40,-1,-9,21,8,32,54*,18,-13,12
CCOc1ccc(Br)cc1S(=O)(=O)NC1=NCCCCC1,6,-1,-16,13,2,-8,-6,15,-27,9,8
COCCn1nnnc1C(c1cccs1)N1CCCC(C)C1 (stereo unspecified),26,-7,-7,-7,-11,21,-6,3,5,9,-1
O=C(Cc1ccc(Cl)cc1)Nc1ccccc1N1CCOCC1,15,9,2,-4,3,4,10,6,9,-8,-9
CCc1c(C)sc(NC(=O)C2CCCCC2C(=O)O)c1C(N)=O (stereo unspecified),-9,3,0,3,-5,15,-1,16,6,-18,3
O=C(Nc1ccccc1)c1ccc(S(=O)(=O)N2CCC(C(=O)O)CC2)cc1,23,-17,-16,-12,-8,-13,-7,-9,26,-21,-6
COC(=O)[C@H]1Cc2c([nH]c3ccccc23)[C@H](c2ccccc2)N1,-10,8,5,-13,2,-2,-2,10,-10,2,14
COc1ccc(N2CCN(S(=O)(=O)c3cc(C)ccc3OC)CC2)cc1,6,-5,-14,-7,-12,1,-1,0,-28,18,14
COc1ccccc1C(=O)NCC(=O)N1CCN(c2ncccn2)CC1,-12,7,-2,-5,-4,0,-16,0,-1,-2,-10
COc1ccc(Cc2nnc(NC(=O)Cc3cccs3)s2)cc1OC,-4,13,-11,5,3,3,-17,46,-17,-8,-3
Cc1ccc(NC(=O)C2CCCN2C(=O)c2cccs2)cc1C (stereo unspecified),8,-4,2,-15,7,33,0,2,-9,-1,10
N/C(=N\S(=O)(=O)c1ccccc1)c1ccc([N+](=O)[O-])cc1,6,-14,-7,3,-1,14,-6,23,-2,13,19
Cc1ccccc1Oc1ccc(-c2nc(N)nc(N)n2)cc1,6,7,0,-4,4,-4,-17,14,-4,-5,6
